Screens deposited in PubChem by several laboratories.
Rev-erbA mod: modulators of human Rev-erb alpha DNA binding; Rev-erbα–FITC-DNA binding, fluorescence polarization, 90 min; P20393; activity, % at 10 µM; 370,000 tested, 0.79% active; AID 1259318;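 active means activity above about 14%, limit read from the data; passing the limit was not always enough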;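 further: 0% = DMSO wells with 35 nM protein and 100% = DMSO wells with 750 nM protein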
TDP2 inh: TDP2 (human) inhibition, absorbance primary screen; recombinant TDP2, T5PNP hydrolysis, p-nitrophenol absorbance 415 nm; inhibition, % at 12.8 µM; 370,000 tested, 0.34% active;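 active means inhibition above the mean of all tested compounds plus 3 SD, set per campaign, cut at about 25% in these data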;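 further: 0% = DMSO with enzyme and 100% = buffer with substrate but no TDP2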
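test system = human TDP2 enzyme | input = TDP2 enzyme at 120 nM final | medium = 50 mM Tris-HCl pH 7.5 with Mg2+, KCl, DTT, BSA | also added = T5PNP substrate, 5 mM | times = 2 h at 37 °C | technique = epi absorbance | benchmarks = high control without enzyme, low control DMSO plus TDP2 | replication = each compound tested once, singlicate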
SIAE primary: inhibitors of human sialic acid acetylesterase SIAE. SIAE FP-Rh probe binding, fluorescence polarization. inhibition, % at 9.66 µM. 370,000 tested, 0.69% active. AID 1053197;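 active means inhibition above a cutoff: mean of compounds within the control limits plus 3 SD of those, cut at about 17% in these data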;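 further: 0% = plate median of compound wells and 100% = probe without SIAE protein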
Target sequence (Q9HAT2 whole entry, looked up): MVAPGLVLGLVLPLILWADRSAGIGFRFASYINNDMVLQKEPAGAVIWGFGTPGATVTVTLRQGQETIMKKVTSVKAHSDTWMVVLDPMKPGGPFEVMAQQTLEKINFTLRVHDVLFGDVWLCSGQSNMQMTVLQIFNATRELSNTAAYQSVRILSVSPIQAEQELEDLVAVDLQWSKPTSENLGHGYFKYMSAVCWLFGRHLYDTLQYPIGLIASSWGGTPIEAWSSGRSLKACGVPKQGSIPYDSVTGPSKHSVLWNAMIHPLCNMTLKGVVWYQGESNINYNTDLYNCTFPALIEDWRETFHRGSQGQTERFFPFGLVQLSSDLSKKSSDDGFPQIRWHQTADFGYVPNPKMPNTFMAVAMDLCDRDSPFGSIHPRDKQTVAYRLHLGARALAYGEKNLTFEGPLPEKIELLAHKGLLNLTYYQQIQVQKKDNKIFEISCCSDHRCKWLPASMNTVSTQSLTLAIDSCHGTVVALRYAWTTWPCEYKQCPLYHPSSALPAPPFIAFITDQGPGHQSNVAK
LEDGF integ inh: blocks HIV-1 LEDGF/p75-dependent DNA integration | TR-FRET IN-LEDGF/p75 DNA integration, Eu/Cy5 | inhibition, % at 3.7 µM | AID 743269 | 370,000 tested, 0.64% active;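 active means inhibition above the screen-wide mean plus 3 SD, cut at about 13% in these data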;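 further: signal is the Cy5 over europium emission ratio at 671 and 618 nm; 0% = plate median of compound wells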
PG9 binder: binds the HIV-1 gp120 antibody PG9 | 360,000 tested, 0.43% active | inhibition, % at 6.7 µM | TR-FRET gp120-PG9 antibody binding; in the data active means inhibition above about 8.5%
rCAG binder: molecules binding r(CAG) RNA repeats; r(CAG) RNA repeat, TO-PRO-1 dye displacement fluorescence; inhibition, % at 3 µM; 370,000 tested, 1.3% active;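 active means inhibition above the plate cutoff, the mean of all test compounds on that plate plus 3 SD, cut at about 35% in these data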;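 further: 0% = DMSO alone and 100% = 100 µM mitoxantrone as full dye displacement; higher means more dye released from RNA so lower well fluorescence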
ABHD4 inh: inhibitors of mouse ABHD4. Q8VD66. purified mABHD4, FP-Rh probe fluorescence polarization. inhibition, % at 8.92 µM. 370,000 tested, 0.54% active;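 active means inhibition exceeding the mean over every tested compound plus 3 SD, cut at about 30% in these data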;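 further: 0% = plate median of compound wells and 100% = S159A mutant with DMSO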
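Test system: mABHD4 protein; Read-out basis: % inhibition; Incubation: 45 min + 60 min at 25 °C; Repeats: single replicate; Technique: fluorescence polarization with parallel and perpendicular emission, 525/598 nm; Compound: 8.92 µM, single dose; Benchmarks: full inhibition S159A mutant plus DMSO, zero as sample-well median.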
TCR-CD3 inh: inhibitors of human TCR-CD3 interaction | 360,000 tested, 0.37% active | TAMRA-labeled TCR probe fluorescence, biochemical | AID 651800 | inhibition, % at 9.4 µM; in the data active means inhibition above about 19%;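 further: recombinant mutant TCR 2C K166C tagged with TAMRA read by polarization; 0% = receptor in buffer alone and 100% = receptor with positive control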
PRMT1 FP inh: inhibitors of human PRMT1 | 370,000 tested, 1.3% active | recombinant PRMT1, activity-based probe fluorescence polarization | inhibition, % at 2.79 µM | AID 652257 | Q99873;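 active means inhibition above about 21% made by adding two undisclosed values, limit read from the data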
HTRA1 inh: blocks human HTRA1 serine peptidase. Q92743. recombinant HTRA1, FP-rhodamine activity-based probe, fluorescence polarization. inhibition, % at 5.96 µM. 340,000 tested, 0.5% active. AID 504803; in the data active means inhibition above about 36%;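 further: 0% = enzyme with DMSO and 100% = wells lacking enzyme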
Target sequence (Q92743 whole entry, looked up): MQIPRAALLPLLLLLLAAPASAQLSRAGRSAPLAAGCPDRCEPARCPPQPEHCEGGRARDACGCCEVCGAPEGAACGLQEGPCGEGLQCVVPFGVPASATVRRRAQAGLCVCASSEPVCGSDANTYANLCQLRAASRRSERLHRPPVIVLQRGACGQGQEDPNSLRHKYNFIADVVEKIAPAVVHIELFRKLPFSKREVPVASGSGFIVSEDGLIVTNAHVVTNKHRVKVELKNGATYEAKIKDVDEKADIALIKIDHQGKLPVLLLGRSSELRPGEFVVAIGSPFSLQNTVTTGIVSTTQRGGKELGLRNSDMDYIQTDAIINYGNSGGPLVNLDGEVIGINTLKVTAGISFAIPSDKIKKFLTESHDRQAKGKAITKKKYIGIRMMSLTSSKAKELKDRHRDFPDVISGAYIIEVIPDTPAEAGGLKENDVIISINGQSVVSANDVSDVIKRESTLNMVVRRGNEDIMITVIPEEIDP
Active calls of the source: *; · = not tested or not shown; & = joins results of further samples. This is a subset; rates above refer to the full screens.

Results follow in this order: Rev-erbA mod, TDP2 inh, SIAE primary, LEDGF integ inh, PG9 binder, rCAG binder, ABHD4 inh, TCR-CD3 inh, PRMT1 FP inh, HTRA1 inh
- C[C@H]1COc2cccc(N3CCN(C)CC3)c2S(=O)(=O)N1
    -9, -2, 2, 0, 0.1, -1, -1, -2, 4, ·
- Cc1cccc(NP(=O)(Oc2ccccc2F)Oc2ccccc2F)c1
    -1, -2, -4, 1, -1.3, -8, -22, -11, -1, -51
- Cc1cccc(-n2c(-c3ccco3)nc3ccccc3c2=O)n1
    5, -5, -5, 3, -0.5, 4, -3, 1, 2, 2
- C=CCn1c(O)c(C=NCCCOc2ccc(CC)cc2)c(=O)[nH]c1=S
    3, 7, -58, -1, 7.0, 2, -22, -25, 1, -14
- C1CC2OC2CC1C1CO1 (stereo not given)
    2, 0, -5, 1, 0.4, 1, -11, -5, 2, -1
- CN(C)C(Cc1ccccc1)C(=O)c1c[nH]c2ccccc12 (stereo not given)
    5, 9, -8, 4, 0.3, 3, 8, -2, -1, -15
- COC(=O)C1=C(c2cc3ccccc3o2)C[C@@H]2CC[C@H]1N2C(=O)NC1CCCCC1
    -3, -1, 0, 1, 2.4, -5, -2, 0, 0, -14
- ON1C2CCCCC2N(O)C1c1ccccc1F (stereo not given)
    4, -11, 2, 3, -3.0, -2, 0, -6, 4, 7
- COc1ccc(C(c2nnnn2C(C)(C)C)N2CCC3(CC2)C(=O)NCN3c2ccccc2)cc1 (stereo not given)
    -2, 3, 5, 0, -0.3, 5, 1, 4, -2, ·
- O=C1NC(=O)N(Cc2ccc(F)cc2)C(=O)/C1=C\c1ccc(N2CCCC2)cc1
    -17, -11, -26, 3, -0.5, 17, -49, -7, 11, -10
- Cc1oc(-c2ccccc2F)nc1CS(=O)CC(=O)N1CCC2(CC1)OCCO2 (stereo not given)
    1, 4, -1, 3, -1.2, -1, 5, -8, 4, -3
- C=COCCn1c(C)c(C(=O)OCC)c2cc(O)ccc21
    0, 3, 5, 2, 1.1, 1, 5, 3, 1, 3
- O=C(c1ccc(N2CCCCC2)c([N+](=O)[O-])c1)N1CCC2(CC1)OCCO2
    10, 7, -2, 4, -0.4, -5, -2, 2, -4, 2
- CCOC(=O)C1(CCc2ccccc2)CCN(Cc2cccc3cnccc23)CC1
    -9, -8, -9, -2, -1.0, -6, 4, -6, 2, -27
- C=CCOC(=O)COc1cc(C)cc2oc(=O)c3c(c12)CCC3
    -3, 7, -7, -2, -0.8, 3, 2, 5, -2, -5
- C[C@]12CCC3C(CC[C@H]4C[C@@H](O)CC[C@]34C)[C@H]1C=CC2=O (stereo not given in full)
    -5, 10, -2, -3, 1.3, 1, 5, -2, -1, 2
- O=c1c2ccc(Cl)cc2[nH]c(=S)n1-c1cccnc1
    -1, 5, -2, 1, -1.0, 0, -5, -4, 2, 2
- CCOP(=O)(OCC)C(NC(=O)c1cccc2ccccc12)C(Cl)(Cl)Cl (stereo not given)
    5, -20, -12, 2, -2.2, -1, -2, 6, 0, 0
- CC12CC(c3ccccc3O1)C(C(=O)OCc1ccccc1)C(=O)N2 (stereo not given)
    -1, 12, 10, 1, 0.6, -7, 2, -4, 0, -6
- Fc1cccc(F)c1CN1CCN(Cc2c(F)cccc2F)CC1
    2, -1, 7, -1, -0.7, -7, 3, -2, -4, 0
- c1ccc(CN2CCNCC2)nc1
    2, 8, 5, 1, -2.4, -1, 2, 9, 0, -9
- C=CCCC1(CC(C)C)C(=O)NC(=S)NC1=O
    -4, -16, -1, -3, 0.8, 4, -11, -6, 11, -2
- CCC(C(=O)Nc1ccc(Cl)cc1)N1CCCC1=O (stereo not given)
    -1, 18, 4, 2, -0.5, -2, -2, -2, -1, ·
- CCN(CC)CCNCc1nc2ccccc2c(=O)n1-c1ccc(F)cc1
    -6, -21, 2, 4, 0.1, 1, -3, -14, -4, 4
- O=C(c1ccc(CNS(=O)(=O)c2ccccc2)cc1)N1CCC2(CC1)OCCO2
    0, -2, -3, 1, -1.2, -7, 1, 4, -2, -6
- Nc1ccccc1C(=O)OCc1ccc([N+](=O)[O-])cc1
    -3, 15, 4, 0, -1.0, -1, 4, 1, 1, -9
- Cc1c(C)c2ccc(OCC(=O)N3C[C@H]4C[C@@H](C3)c3cccc(=O)n3C4)c(C)c2oc1=O
    2, -6, 3, 1, -0.6, -3, 0, 1, -1, -4
- O[C@H]1[C@H](O)[C@@H](O)CN2CC[C@H](O)[C@H]12
    3, -9, -2, -4, 0.8, -1, -5, -1, 3, -3
- N#CC(C#N)=Cc1ccc(C=C(C#N)C#N)cc1
    -3, 12, -7, 8, -1.3, 2, 0, -4, 5, -31
- COc1cc(Br)c(CNCCc2ccc3c(c2)OCO3)cc1OC
    0, -18, 0, 0, -2.0, -3, 2, -4, 0, 1

Next part
Results follow in this order: Rev-erbA mod, TDP2 inh, SIAE primary, LEDGF integ inh, PG9 binder, rCAG binder, ABHD4 inh, TCR-CD3 inh, PRMT1 FP inh, HTRA1 inh
- CS(=O)(=O)c1ccc(C2=C(CNC(=O)c3nccs3)[C@H]3CC[C@@H](C2)N3Cc2ccccc2)cc1
    4, -11, -2, 3, 0.3, 3, 6, -2, -2, 3
- O=C(C1CCN(S(=O)(=O)c2ccccc2)CC1)N1CCC2(CC1)OCCO2
    -1, 4, 11, 2, -0.9, 1, 5, 6, 1, -1
- O=C(Nc1cccc2ccccc12)N1CCC2(CC1)OCCO2
    3, 1, 2, 1, -1.1, 0, 7, 15, 0, 0
- O=C(N/N=C/C1C(=O)NC(=S)N(c2ccccc2)C1=O)c1cc(Br)c(O)c(Br)c1 (stereo not given)
    -1, 4, -3, 1, -2.1, 28, 42*, 14, 6, 36
- CCOc1ccc(N2C(=O)NC(=O)/C(=C\c3ccc(N4CCCCC4)o3)C2=O)cc1
    29*, -3, -4, -6, -5.7, -24, -9, 1, -10, 2
- Cc1cc(C)c2c(c1)-c1cc(C)nn1C(c1cccnc1)N2 (stereo not given)
    1, -10, 3, -5, -0.6, -1, 0, -9, 7, 6
- CC(C(=O)c1ccccc1)N1C(=O)c2ccccc2C1=O (stereo not given)
    5, -2, 0, -1, -2.4, -3, 7, 2, 0, 4
- Cc1cccc(CCNCc2cc3cc(C)cc(C)c3[nH]c2=O)c1
    4, -8, -4, 1, -2.2, 0, -2, 4, 1, -9
- CN(C)P(=S)(Nc1ccccc1)C(Cl)(Cl)Cl (stereo not given)
    7, -10, 0, 0, -1.0, 2, -7, 0, -2, -7
- CN1C[C@H](CO)C[C@@H]2c3cccc4[nH]cc(c34)C[C@H]21
    0, 11, 2, -1, 2.7, -5, 0, -7, 7, -3
- O=c1c2ccccc2[se]n1-c1ccccc1
    -2&-8, 8, 6, -7, -1.7, 5, 25, -1, 95*, 1
- CCOC(=O)c1c(-n2c(C)cc(/C=C3/C(=O)NC(=O)N(CC)C3=O)c2C)sc2c1CCCC2
    6, -3, -1, -3, 0.5, 1, 0, -6, 6, -4
- COC(=O)C1=C(c2ccc(F)cc2OCc2ccccc2)C[C@@H]2CC[C@H]1N2C(=O)NCc1cccc(C(F)(F)F)c1
    -8, -17, -2, 1, 1.2, 0, -22, 1, 0, -61
- CCOP(=S)(OCC)C(O)CCCCCn1c(=O)c(F)cn(C2CCCO2)c1=O (stereo not given)
    0, 18, 2, 1, 0.7, -10, 3, 4, 0, 2
- CCN(CC)CCN1Cc2ccccc2C1=N
    -3, -15, 5, 5, -0.3, 6, 3, -10, -2, 2
- O=[N+]([O-])c1ccc(N2CCCC2)c(F)c1Br
    7, 2, -1, -4, -0.8, 2, 5, -1, 0, -9
- CC12CNCC(C)(CNC1)C2O (stereo not given)
    -2, 8, -7, -1, -2.0, 0, 7, 11, 1, 5
- Cc1cc(Cl)ccc1C(=O)C1CCCN(C2CCSCC2)C1 (stereo not given)
    0, 0, -9, -2, -1.4, -4, 1, 2, -5, -1
- O=C(c1ccccc1)c1cn(CC(=O)N2CCCC2)c2ccccc12
    -5, -1, -5, 1, 0.2, 3, -9, 7, -5, 3
- CC1=C[C@@H]2c3cccc4[nH]cc(c34)C[C@H]2N(C)C1
    -17, 17, 17*, 2, -0.8, -44, 19, 13, 39*, 40*
- N[C@H](CO)Cc1ccccc1
    1, 1, -5, -5, 0.4, 0, 4, 1, 2, 6
- COC(=O)C1=C(c2ccc(-c3ccccc3)c(F)c2)C[C@@H]2CC[C@H]1N2C(=O)NCc1cc(C)oc1C(F)(F)F
    4, -15, -16, 3, 1.6, 20, -14, -11, 3, -11
- COc1cccc(CN2CCN(C(=O)Cc3ccccc3OC)CC2)c1
    0, 9, 2, 1, -0.2, -3, -2, 8, -1, 3
- O=C(CCc1nnc2ccc(NCc3ccc(F)cc3)nn12)N1CCC2(CC1)OCCO2
    -8, -16, -4, 0, 1.5, -6, -5, 3, 9, 1
- CC12CC(O)C3C(CCC4=CC(=O)CCC43C)C1CCC2=O (stereo not given)
    2, -2, -1, -4, -1.0, 2, 5, -7, 1, 5
- O=C(NC1CCCCC1)N1Cc2cc(-c3ccccc3)ccc2-n2nncc2C1
    4, 0, -8, 2, -1.0, 4, -20, 3, 1, ·
- Cc1ccc(C)c(OCc2cc(C(=O)N3C[C@H]4C[C@@H](C3)c3cccc(=O)n3C4)no2)c1
    -4, 4, 0, 4, 0.1, 0, -2, 6, 0, -7
- CCCCNC(=O)c1c(N)n(CCCOC)c2nc3ccccc3nc12
    -1, 36*, 3, 1, 1.2, 4, 7, -3, 4, -13
- CC1=Nc2ccccc2/C1=C/c1c(O)[nH]c(=O)[nH]c1=O
    -3, 13, -2, -4, -1.2, 3, 6, 6, 11, 7
- O=c1c2cc(Cl)cc(Cl)c2nc(CN2CCOCC2)n1-c1ccccc1F
    2, -12, 5, 2, 0.7, 0, 6, 5, 0, 1
